Compound activity as filed in PubChem.
STK33 inh – inhibitors of human STK33 kinase; Q9BYT3; purified STK33, MBP phosphorylation, ADP-Glo luminescence; inhibition, % at 10 µM; 320,000 compounds, 0.073% hits; AID 2661;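 active = inhibition at or above 25%, using the most active replicate where run in duplicate; inactive = inhibition below 25%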
Target sequence (Q9BYT3 whole entry, looked up): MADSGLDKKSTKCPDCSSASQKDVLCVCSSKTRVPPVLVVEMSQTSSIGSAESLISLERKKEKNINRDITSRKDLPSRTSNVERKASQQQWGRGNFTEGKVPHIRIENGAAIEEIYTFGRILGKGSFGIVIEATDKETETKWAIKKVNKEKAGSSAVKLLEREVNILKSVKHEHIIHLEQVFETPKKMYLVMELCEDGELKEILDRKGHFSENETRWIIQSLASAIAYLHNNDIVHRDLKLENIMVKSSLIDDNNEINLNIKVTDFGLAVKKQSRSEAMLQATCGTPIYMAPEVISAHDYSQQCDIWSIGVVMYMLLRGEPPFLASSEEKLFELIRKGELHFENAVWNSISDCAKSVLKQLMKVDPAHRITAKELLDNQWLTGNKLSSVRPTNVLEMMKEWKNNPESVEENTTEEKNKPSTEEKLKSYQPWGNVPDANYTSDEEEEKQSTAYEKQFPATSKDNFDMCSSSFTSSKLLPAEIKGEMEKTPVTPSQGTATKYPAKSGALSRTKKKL
Kir21 block – blocks the mouse Kir2.1 inward-rectifier potassium channel. 310,000 compounds, 0.85% hits. AID 1672. B-score at 10 µM. HEK293-Kir2.1, FluxOR thallium flux fluorescence; active compounds read low. P35561;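 active = fluorescence ratio B-score at or below minus 3 SD of library scores, with starting-brightness B-score within 2 SD, cut at about -4.2 in these data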;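 note: channel flux triggered by added potassium and thallium sulfate stimulus; B-score of peak minus minimum fluorescence over baseline after thallium stimulus; more negative B-score means stronger Kir2.1 block with less thallium influx; some compounds called inactive have numbers as strong as hits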
Target sequence (P35561 whole entry, looked up): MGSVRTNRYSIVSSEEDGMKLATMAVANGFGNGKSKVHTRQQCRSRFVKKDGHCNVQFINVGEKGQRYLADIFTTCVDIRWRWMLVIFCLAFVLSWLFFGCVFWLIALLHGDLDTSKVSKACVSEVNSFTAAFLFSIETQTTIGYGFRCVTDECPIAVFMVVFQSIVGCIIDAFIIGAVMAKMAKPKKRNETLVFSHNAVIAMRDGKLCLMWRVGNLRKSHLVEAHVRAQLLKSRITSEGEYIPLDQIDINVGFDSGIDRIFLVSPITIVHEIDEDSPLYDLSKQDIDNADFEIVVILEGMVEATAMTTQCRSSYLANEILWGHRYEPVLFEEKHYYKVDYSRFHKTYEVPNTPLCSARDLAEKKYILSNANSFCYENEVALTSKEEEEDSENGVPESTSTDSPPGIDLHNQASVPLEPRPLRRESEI
* marks the source's active call; other numbers are inactive results.

`COc1ccc(C(=O)O)cc1S(=O)(=O)Nc1ccc(N2CCCCC2)cc1` gave STK33 inh -0.4.
For CC(=O)c1cn(CC(=O)Nc2ccccc2Cl)c2ccccc12 the results were STK33 inh 0.1 and Kir21 block 1.1.
For CCCNc1cc(C)oc(=O)c1C(=O)CC the results were STK33 inh 0.5 and Kir21 block -0.02.
`Cc1nc2ccc(NC(=O)Cc3ccccc3F)cc2s1` gave STK33 inh -1.0 and Kir21 block -0.82.
`CC(C)NC(=O)COc1ncnc2sccc12` gave STK33 inh -1.1 and Kir21 block 1.4.
Screening CCCCC[C@H](O)/C=C/[C@@H]1[C@@H](C/C=C\CCCC(=O)O)[C@@H](O)C[C@H]1O returned STK33 inh -1.5 and Kir21 block 0.12.
OC1(c2ccc(Br)cc2)CCNCC1 was read as STK33 inh -0.6 and Kir21 block -1.3.
CC(CCc1ccccc1)NC(=O)Cc1cccs1 (stereo not given) was read as STK33 inh -2.0 and Kir21 block -0.01.
COc1ccc(NC(=O)CN(C)S(=O)(=O)c2ccc(C)cc2)c([N+](=O)[O-])c1 was read as STK33 inh -3.2 and Kir21 block -0.06.
CCc1ccccc1NC(=O)NC1CC2CCC(C1)N2Cc1ccco1 (stereo not given) was read as STK33 inh 0.1 and Kir21 block -0.29.
For C=CCn1c(SCC(=O)N2CCCC2)nc2cc(C(=O)NCC3CCCO3)ccc2c1=O (stereo not given) the results were STK33 inh -1.1 and Kir21 block -1.2.
Screening O=C1CCC(/C=C/c2ccccc2)=NN1Cc1ccccc1 returned STK33 inh 0.0 and Kir21 block 0.26.
Screening CSc1ncccc1C(=O)NCCc1ccccc1 returned STK33 inh 0.8 and Kir21 block 1.8.
`C/C(=N\NC(=O)c1ccc(-n2cnnn2)cc1)c1ccc(C)cc1` gave STK33 inh -0.4.
`CCOC(=O)c1c(C)[nH]c(C)c1C(=O)COC(=O)c1cccnc1OCC` gave STK33 inh 0.2.
Screening O=C(CC1Nc2ccccc2NC1=O)Nc1ccccc1 (stereo not given) returned Kir21 block -1.4.
Screening Cc1cnc(C(=O)OCC(=O)NC23CC4CC(CC(C4)C2)C3)cn1 returned STK33 inh 0.2 and Kir21 block -0.27.
For Cc1ccc(C(=O)Nc2ccc(Cl)cc2C(F)(F)F)c(Cl)c1 the results were STK33 inh -1.7 and Kir21 block 0.77.
Screening C=CCNC(=O)N1CCC(n2nccc2NC(=O)CCc2ccccc2)CC1 returned STK33 inh -0.9 and Kir21 block 0.88.
Screening C1CN(CC2CCN(c3nc4nonc4nc3N3CCSCC3)CC2)CCO1 returned STK33 inh -0.2 and Kir21 block 0.
For CC(Nc1ccc2c(c1)OCCO2)C(=O)Nc1ccc2c(c1)OCO2 (stereo not given) the results were STK33 inh 0.3 and Kir21 block -0.68.
For COc1ccc(OC)c(NC(=O)C2CC(=O)N(c3ccc(Br)cc3)C2)c1 (stereo not given) the results were STK33 inh -5.4 and Kir21 block 0.29.
`O=c1c(/C=C(\O)c2ccc(F)cc2)nc2ccccc2n1-c1ccccc1` gave STK33 inh 1.7 and Kir21 block -1.1.
For COc1ccc(-c2csc(/C=C/c3ccc4c(c3)OCO4)n2)cc1OC the results were STK33 inh 0.0 and Kir21 block 0.86.
O=C1NC(O)(c2ccccc2)Oc2ccccc21 (stereo not given) was read as STK33 inh -1.1 and Kir21 block 0.34.
CC(C)CNC(=O)COC(=O)c1n[nH]c2ccccc12 was read as STK33 inh -2.7 and Kir21 block 1.3.
For CCOc1cc(/C=N/NC(N)=S)cc(Br)c1OCc1ccccc1C the results were STK33 inh -2.1 and Kir21 block -2.1.
For CCOC(=O)N1CCN(S(=O)(=O)c2ccc(C)c([N+](=O)[O-])c2)CC1 the results were STK33 inh -0.5 and Kir21 block -0.92.
`CC(C)[C@H](NC(=O)Cc1ccccc1)C(=O)OCc1cc(=O)n2c(n1)sc1ccccc12` gave STK33 inh -0.7 and Kir21 block 0.23.
Screening CCc1nc2ccccc2n1CC1CC1(Cl)Cl (stereo not given) returned STK33 inh -1.1 and Kir21 block -2.
For CCN(CC(=O)N1CCCC1)S(=O)(=O)c1cc(C)ccc1OC the results were STK33 inh -2.9 and Kir21 block 1.1.
Screening Cc1ccc(CNC(=O)C(=O)NCC2OCCN2S(=O)(=O)c2ccc(C)cc2)cc1 (stereo not given) returned STK33 inh -1.4 and Kir21 block 0.13.
For Cc1ccccc1-c1cc(C(=O)O)nn1CC1CC(c2cccc([N+](=O)[O-])c2)=NO1 (stereo not given) the results were STK33 inh -1.2.
For Cn1c(=O)c2c(nc(SCCN3CCCCC3)n2Cc2ccccc2)n(C)c1=O the results were STK33 inh -0.8 and Kir21 block -1.
C=CCN(C(=O)c1csnn1)C(C(=O)NC1CCCCC1)c1ccc(F)cc1 (stereo not given) was read as STK33 inh -0.7 and Kir21 block 0.55.
`COc1ccc(C(C)=O)cc1CSc1nnc(Nc2ccccc2C)s1` gave STK33 inh -1.3 and Kir21 block -4.3*.
Screening CN(C)/C=C(\C#N)C(=O)Nc1ccc(F)c(Cl)c1 returned STK33 inh -0.3 and Kir21 block 0.48.
CC(C)C(NC(=O)c1ccccc1F)C(=O)Nc1ccc2c(c1)OCO2 (stereo not given) was read as STK33 inh -0.8 and Kir21 block -0.05.
`COCCC(=O)N1CCC(Oc2ccc(C(=O)NCc3cc(C)n(C)n3)cc2)CC1` gave STK33 inh -1.4 and Kir21 block -0.58.
For Brc1cccc(OCCCCn2cncn2)c1 the results were STK33 inh 0.1 and Kir21 block -0.07.
`O=C(O)C1C2CCC(C2)C1C(=O)N1CCCC1` (stereo not given) gave STK33 inh -0.9 and Kir21 block 0.61.
`COc1ccccc1NC(=O)c1cccc(S(=O)(=O)N2CCN(c3ccccc3)CC2)c1` gave STK33 inh -0.3.
Screening Cc1ccc(-n2ncc3c(NCc4ccco4)ncnc32)cc1C returned STK33 inh -0.7 and Kir21 block 0.07.
COc1ccc(CCC(=O)Nc2ccc(N3CCOCC3)cc2)cc1 was read as STK33 inh -1.2 and Kir21 block 0.29.
`Cc1ccc(NC(=S)N2CCC(NC(=O)C3CCCCC3)CC2)cc1C` gave STK33 inh -0.8 and Kir21 block 0.04.
Screening CC(OC(=O)C1CCN(S(=O)(=O)c2ccc(C(C)(C)C)cc2)CC1)C(=O)N1CCOCC1 (stereo not given) returned STK33 inh -1.4 and Kir21 block 0.33.
Screening S=c1[nH]nc(-c2ccc(Br)cc2)n1Cc1ccccc1 returned STK33 inh 0.0 and Kir21 block -0.41.
Screening CN(CCO)S(=O)(=O)c1ccc2c(c1)C(=NO)c1cc(S(=O)(=O)N(C)CCO)ccc1-2 returned STK33 inh 0.7.
`COC(=O)C1=C(C)NC(=O)/C1=C\c1cc(C)n(-c2ccccc2C)c1C` gave STK33 inh -1.2 and Kir21 block -0.85.
`Cc1c(N2C(=O)C(=O)/C(=C(/O)c3ccccc3)C2c2ccc(F)cc2)c(=O)n(-c2ccccc2)n1C` (stereo not given) gave STK33 inh -0.4 and Kir21 block -0.07.

Reprinted at random: five entries already listed, in no set order.
`COCCC(=O)N1CCC(Oc2ccc(C(=O)NCc3cc(C)n(C)n3)cc2)CC1` gave STK33 inh -1.4 and Kir21 block -0.58.
O=C1NC(O)(c2ccccc2)Oc2ccccc21 (stereo not given) was read as STK33 inh -1.1 and Kir21 block 0.34.
`O=C(O)C1C2CCC(C2)C1C(=O)N1CCCC1` (stereo not given) gave STK33 inh -0.9 and Kir21 block 0.61.
C=CCN(C(=O)c1csnn1)C(C(=O)NC1CCCCC1)c1ccc(F)cc1 (stereo not given) was read as STK33 inh -0.7 and Kir21 block 0.55.
`CC(C)[C@H](NC(=O)Cc1ccccc1)C(=O)OCc1cc(=O)n2c(n1)sc1ccccc12` gave STK33 inh -0.7 and Kir21 block 0.23.

Continued.
Screening COc1ccc(CN(C)CC(O)COc2ccc(-c3ccccc3)cc2)cc1OC (stereo not given) returned STK33 inh -0.5 and Kir21 block -0.48.
For COc1ccc(C(=O)NCc2ccc3c(c2)CCO3)cc1 the results were STK33 inh -0.6 and Kir21 block 0.12.
COCC(C)NS(=O)(=O)c1ccc(OC)cc1 (stereo not given) was read as STK33 inh -1.0 and Kir21 block -0.82.
For NC(=O)c1c(NC(=O)C2CCCO2)sc2c1CCCCC2 (stereo not given) the results were STK33 inh 1.2 and Kir21 block -1.
CCN(CC(=O)Nc1c(F)cccc1F)C(=O)c1ccc(-c2ccc(C(C)=O)cc2)o1 was read as STK33 inh 0.2.
For CNC(=O)NC(=O)CSc1cccc(C(F)(F)F)c1 the results were STK33 inh 0.5 and Kir21 block 1.7.
`CCOC(=O)C1CCN(Cc2c(O)c3ccccc3oc2=O)CC1` gave STK33 inh -2.8 and Kir21 block -0.04.
Screening COc1ccccc1C(=O)COC(=O)c1cnc(C)cn1 returned STK33 inh -0.6 and Kir21 block 0.03.
Cc1ccc(Cc2c(C)nc3nc(SCC(=O)NCCN4CCOCC4)nn3c2C)cc1 was read as STK33 inh -1.8 and Kir21 block -0.72.
O=C(CCCOc1ccc(Cl)cc1Cl)N/N=C/c1ccccc1 was read as STK33 inh -0.6 and Kir21 block 2.5.
`CCCNC(=O)c1ccc(C2SCC(=O)N2Cc2ccccc2)cc1` (stereo not given) gave STK33 inh -1.2 and Kir21 block 0.43.
Screening Cc1cc(-c2c(C)[nH]n(-c3ccc(Cl)cc3)c2=O)n(-c2ccc(Cl)cc2)n1 returned STK33 inh 1.0 and Kir21 block -0.01.
`COc1ccccc1C1CC(c2ccccc2)=NN1C(=S)Nc1ccccc1` (stereo not given) gave STK33 inh -1.1 and Kir21 block 0.56.
`CC(C)CNC(=S)N1CCN(C(c2ccccc2)c2ccccc2)CC1` gave STK33 inh 0.3 and Kir21 block -0.3.
Screening CCc1ccccc1NC(=O)c1ccc(Cn2cc([N+](=O)[O-])cn2)cc1 returned Kir21 block 0.32.
Screening O=C(CN1CCOCC1)Nc1ccc(OCc2ccccc2)cc1 returned STK33 inh -0.7 and Kir21 block -3.5.
`N#CCC(=O)Nc1cc(C(F)(F)F)ccc1N1CCOCC1` gave STK33 inh 3.0 and Kir21 block 0.21.
CCN(C(=O)c1cc2c(=O)n3ccccc3nc2s1)C1CCCCC1 was read as STK33 inh 0.0 and Kir21 block -0.96.
`Cc1ccc(S(=O)(=O)N(C)C)cc1NC(=O)C(C)Sc1ccccc1` (stereo not given) gave STK33 inh -1.0 and Kir21 block -2.2.
Screening NS(=O)(=O)c1ccc(NC(=O)COC(=O)c2cc(Cl)ccc2[N+](=O)[O-])cc1 returned STK33 inh 1.5 and Kir21 block 0.05.
`Cc1ccc(Nc2nc(N)nc(CN3CCN(Cc4ccc5c(c4)OCO5)CC3)n2)cc1Cl` gave STK33 inh 0.1 and Kir21 block -1.4.
Screening Nc1c(C(=O)Nc2ccccc2Cl)nnn1-c1ccc2c(c1)OCCO2 returned STK33 inh -0.1 and Kir21 block -1.5.
Screening COc1ccc(C(=O)c2cn[nH]c2-c2cc(Cl)ccc2O)cc1 returned STK33 inh 1.9 and Kir21 block 0.87.
COc1ccc(NS(=O)(=O)c2ccc(NC(=O)c3ccc(Br)cc3)cc2)nn1 was read as STK33 inh 0.1 and Kir21 block -0.41.
Screening N/C(=N\OC(=O)c1ccccc1[N+](=O)[O-])c1cccnc1 returned STK33 inh -0.9 and Kir21 block -1.3.
`COc1ccc(CCNC(=O)CSc2nc(=O)[nH]c3c2CCC3)cc1OC` gave STK33 inh 0.4 and Kir21 block -0.42.
For O=C(Cn1[nH]c(=O)c2ccccc2c1=O)NC1CCCCCC1 the results were STK33 inh 0.5 and Kir21 block 0.69.
Cc1ccc(NC(=O)c2ccc3c(=O)n4c(nc3c2)CCCCC4)nc1 was read as STK33 inh 1.5 and Kir21 block -0.52.
For Cc1ccc(CC(=O)NC2CCN(Cc3ccccc3)CC2)cc1 the results were STK33 inh -0.6 and Kir21 block 0.01.
For CCOC(=O)C1(Cc2ccccc2C)CCCN(C(=O)COC)C1 (stereo not given) the results were STK33 inh -0.6 and Kir21 block -0.19.
Screening Nc1c(C(=O)NCCc2ccccc2)nnn1Cc1ccc(Br)cc1F returned STK33 inh 0.8 and Kir21 block -1.4.
`CC(C)c1nc(CNC(=O)C2CCC(=O)N(Cc3ccc(Cl)cc3)C2)no1` (stereo not given) gave STK33 inh -1.4 and Kir21 block 0.35.
COc1ccccc1OCCNC(=O)C(CCSC)NS(=O)(=O)c1ccccc1F (stereo not given) was read as STK33 inh -0.4 and Kir21 block -1.1.
Screening Cc1onc(-c2c(F)cccc2Cl)c1C(=O)NC1=NCCS1 returned STK33 inh 0.4 and Kir21 block -2.4.
For O=C(CN(C1CCCCC1)S(=O)(=O)c1ccc(Br)cc1)NCc1ccncc1 the results were STK33 inh -1.6 and Kir21 block 0.05.

Of the compounds above, these contain a CF3 group:
For Cc1ccc(C(=O)Nc2ccc(Cl)cc2C(F)(F)F)c(Cl)c1 the results were STK33 inh -1.7 and Kir21 block 0.77.
For CNC(=O)NC(=O)CSc1cccc(C(F)(F)F)c1 the results were STK33 inh 0.5 and Kir21 block 1.7.
`N#CCC(=O)Nc1cc(C(F)(F)F)ccc1N1CCOCC1` gave STK33 inh 3.0 and Kir21 block 0.21.
